mIDH1 inhibitor – blocks human mutant IDH1 R132H enzyme; hit rate 0.093% among 390,000; Potency, µM (doses to about 76.6 µM), without a hit: at the top dose activity change, negative = inhibition, most hits filed as inhibitors; IDH1-R132H enzyme, NADPH consumption, diaphorase/resazurin fluorescence; further: potency means the concentration at half of the fitted maximal effect; on the % scale 0 is the no-effect control and ±100 the full control effect; nearly all actives have a fitted effect of over 65% in size
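IDH1-R132H (0.5 ug/mL dispensed) in pH 7.5 Tris buffer was preincubated 30 min with compound, then given a substrate mix of 0.016 mM NADPH and 2 mM alpha-KG for 80 min at room temperature; remaining NADPH was read by diaphorase/resazurin fluorescence.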
D2 antag – D2 dopamine receptor (human) antagonism. P14416. HEK293 TREx D2 cells, calcium flux, dopamine EC80. inhibition, % at 10 µM. hit rate 2% among 340,000. AID 485344; in the data active means inhibition above about 30%; further: 0% is about no effect
Target sequence (P14416 whole entry, looked up): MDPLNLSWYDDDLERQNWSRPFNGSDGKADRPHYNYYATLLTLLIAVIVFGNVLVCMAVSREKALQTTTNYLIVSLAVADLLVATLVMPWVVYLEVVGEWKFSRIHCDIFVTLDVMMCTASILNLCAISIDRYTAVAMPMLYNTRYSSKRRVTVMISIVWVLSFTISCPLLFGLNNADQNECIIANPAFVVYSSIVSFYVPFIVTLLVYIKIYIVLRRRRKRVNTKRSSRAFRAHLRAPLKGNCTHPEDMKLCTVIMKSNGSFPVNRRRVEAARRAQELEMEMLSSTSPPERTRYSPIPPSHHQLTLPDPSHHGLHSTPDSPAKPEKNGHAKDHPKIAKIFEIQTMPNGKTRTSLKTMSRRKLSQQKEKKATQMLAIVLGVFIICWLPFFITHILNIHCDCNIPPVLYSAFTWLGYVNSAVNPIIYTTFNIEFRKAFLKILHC
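In this primary screen, negative modulation is detected by tracking calcium flux after an EC80 dopamine challenge in inducible HEK293 T-REx D2 cells preexposed to test compound for 180 s.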
rTrxR1 inhibitor – rat TrxR1 inhibition | recombinant rTrxR1, NADPH fluorescence consumption, selenite substrate | hit rate 1% among 390,000 | O89049 | Potency, µM (top dose mostly 114 µM), for the others: top-dose activity change, negative = inhibition, usual class: inhibitors | AID 588453; further: potency means the concentration at half of the fitted maximal effect; on the % scale 0 is the no-effect control and ±100 the full control effect; nearly all actives have a fitted effect of over 65% in size
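Rat TrxR1 (90 nM in the dispensed reagent) was pre-reduced with 400 uM NADPH for 5 min at room temperature, then incubated with compound for 15 min. After 400 uM selenite was added, NADPH fluorescence (Ex 340/Em 450 nm) was followed for 8 min.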
USP1 inh – inhibitors of human USP1/UAF1 deubiquitinase; hit rate 0.23% among 390,000; Potency, µM (highest dose often 57.1 µM), for inactives: top-dose activity change, negative = inhibition, hits mostly inhibitors; recombinant USP1/UAF1, Ub-Rhodamine cleavage fluorescence; further: potency means the concentration at half of the fitted maximal effect; on the % scale 0 is the no-effect control and ±100 the full control effect; nearly all actives have a fitted effect of over 60% in size; inactives centre near -12
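1 nM enzyme complex + cpd, 15 min RT; start with Ub-Rho 150nM final; kinetic fluorescence ex 480/em 540, 6 reads q60 s. Buffer 50mM HEPES pH 7.8, 0.5mM EDTA, 0.1 mg/ml BSA, 1mM TCEP, 0.01% Tween-20.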
D2 ag – activates the human D2 dopamine receptor. P14416. HEK293 T-REx D2 cells, calcium flux agonist mode. activation, % at 2 µM. hit rate 0.53% among 340,000. AID 485358;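 active means activation over 3 SD above normal in the single-dose calcium agonist read, cut at about 30% in these data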; further: 0% is about no effect
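Agonism is scored from calcium flux in a force-coupled, inducible HEK293 cell line expressing D2, read kinetically for 180 s after compound addition against dopamine controls.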
TrxR1 substrate – substrates of rat thioredoxin reductase 1 | O89049 | purified TrxR1 substrate turnover, NADPH consumption readout | Potency, µM (titrated, usually from 114 µM), for inactives: top-dose activity change, negative = substrate turnover | hit rate 0.01% among 390,000; further: potency means the concentration at half of the fitted maximal effect; on the % scale 0 is the no-effect control and ±100 the full control effect; nearly all actives have a fitted effect of over 50% in size
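Rat TrxR1, dispensed at 90 nM, was prereduced with 400 uM NADPH (final) for 5 min at ~22 deg C, then incubated with compound 15 min before 400 uM selenite. A first-read NADPH fluorescence drop versus no-compound background flagged substrates.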
TRHR PAM – allosterically enhances the human TRH receptor | P34981 | TRHR cells, fluo-8 calcium fluorescence, EC20 TRH enhancement | enhancement, % at 2 µM | hit rate 0.66% among 360,000 | AID 493056; in the data active means enhancement above about 30%; further: 0% is about no effect
Target sequence (P34981 whole entry, looked up): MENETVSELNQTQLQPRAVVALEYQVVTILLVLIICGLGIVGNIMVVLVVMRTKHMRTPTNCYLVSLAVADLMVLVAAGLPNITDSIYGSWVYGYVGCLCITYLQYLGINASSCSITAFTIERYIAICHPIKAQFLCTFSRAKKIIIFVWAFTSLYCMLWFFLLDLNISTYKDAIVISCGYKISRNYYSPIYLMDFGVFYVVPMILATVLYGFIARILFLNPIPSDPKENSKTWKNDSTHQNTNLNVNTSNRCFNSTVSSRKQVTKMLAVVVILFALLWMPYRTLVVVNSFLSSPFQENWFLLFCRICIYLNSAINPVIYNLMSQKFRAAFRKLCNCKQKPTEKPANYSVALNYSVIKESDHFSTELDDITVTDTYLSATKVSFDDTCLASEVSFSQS
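Enhancer read-out: after compound pinning and an initial kinetic agonist-mode read, an EC20 of TRH (10 nM final) was injected and fluo-8 calcium signal (Ex 480/Em 530) followed at 1 s/cycle for 100 cycles in TRHR-expressing cells.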
TRHR agonist – activates the human TRH receptor | TRHR cells, calcium flux fluo-8, FDSS agonist mode | activation, % at 2 µM | P34981 | hit rate 0.18% among 360,000; in the data active means activation above about 30%; further: 0% is about no effect
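Steps: seed TRHR cells overnight; add fluo-8 no-wash Ca dye, RT 30 min–1.5 h; record 10 s baseline; pin-transfer compounds; monitor fluorescence 1 cycle/s for the agonist window. Calcium increases flag candidate agonists.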
Pin1 inh – human Pin1 inhibition. Pin1 FP peptide displacement, HiFluor488, 10 min. Potency, µM (titrated, usually from 115 µM), for the others: at the highest dose activity, negative = inhibition, hits mostly inhibitors. hit rate 0.009% among 390,000. AID 504891; active means well fitted inhibition curve with a large enough effect in the polarisation, with a control signal flat, not every such curve was filed as active; inconclusive means small, poorly fitted or top-dose-only effect, or effect the other way, or a change in a side signal; inactive means no such curve, though single readings can be large or run the other way; the % refers to the polarisation; further: potency means the concentration at half of the fitted maximal effect; on the % scale 0 is the no-effect control and ±100 the full control effect
Target sequence (Q13526 whole entry, looked up): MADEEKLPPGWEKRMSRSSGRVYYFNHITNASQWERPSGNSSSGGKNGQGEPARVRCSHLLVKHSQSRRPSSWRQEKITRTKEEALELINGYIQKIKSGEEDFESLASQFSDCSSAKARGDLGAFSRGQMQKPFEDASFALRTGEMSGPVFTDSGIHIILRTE
Active calls of the source: *; ? = inconclusive; . = no result given; & = joins results of further samples; [ ] = remark or other dose. Unless noted, the call rests on the fitted dose curve; in most records, active means well fitted inhibition curve with a large enough effect; inconclusive means small, poorly fitted or top-dose-only effect; inactive means no such curve, though single readings can be large or run the other way. An excerpt; count on the stated rates, not on these rows.

Molecule	mIDH1 inhibitor	D2 antag	rTrxR1 inhibitor	USP1 inh	D2 ag	TrxR1 substrate	TRHR PAM	TRHR agonist	Pin1 inh
O=C(CSc1n[nH]c(=O)[nH]c1=O)NCC1CCCCC1	11%	5	11%	-16%	0.5	5%	0	0.9	-5%
O=C(Nc1ccccc1C(=O)O)c1cccc(NC(=O)c2ccc(Br)o2)c1	5%	2	-25%	-11%	0.3	5%	2	0.2	-5%
CCOc1ccc2c(S(=O)(=O)O)cccc2c1[N+](=O)[O-]	4%	.	11%[57.1 µM]	-17%	.	9%[57.1 µM]	.	.	0%
CCc1ccc(N2C(=O)Nc3ccc(Br)cc3C2(O)C(=O)NCCN(C)C)cc1 (stereo not given)	-3%	-18	10%	-4%	0.8	8%[57.1 µM]	-1	0.4	6%
CC(=O)c1cc(CN2CCC(C(=O)Nc3ccc(-n4nc(C)cc4C)cc3)CC2)cs1	-2%	.	-11%	-4%	.	-10%	.	.	-1%
COc1ccccc1N1CCN(C(=O)C2CCCN(S(=O)(=O)c3ccc4c(c3)oc(=O)n4C)C2)CC1 (stereo not given)	-1%&-3%	-11	13%	-24%&-12%	0.7&-0.8	5%	-4&-14	-0.4&0.2	-11%&3%
COc1ccc(CCC(=O)OCc2csc(CC(=O)Nc3ccc(C)cc3)n2)cc1OC	6%	.	9%	-10%	.	-5%	.	.	23%
Cc1cc(C(F)(F)F)n2ncc(-c3ccccc3)c2n1	1%	-8	-1%[57.1 µM]	-23%	-0.5	8%[57.1 µM]	7	-0.2	?
Cc1ccn2cc(CNC(=O)c3ccc(Br)o3)nc2c1	9%	5	8%[57.1 µM]	-19%	-0.4	1%[57.1 µM]	10	-0.1	8%
COc1cc(/C=N/NC(=O)C23CC4CC(CC(C4)C2)C3)cc(Br)c1O	-16%	-4	5%[57.1 µM]	-8%	-0.1	9%[57.1 µM]	3	-0.2	-3%
Cc1cc(-c2ccco2)n(CC(=O)NCCN(C)C)n1	-7%	-27	16%	?	-0.2	9%	-5	-0.3	-10%
COc1ccc(NC(=O)CN(C)S(=O)(=O)c2ccccc2)cc1OC	0%	-31	13%	-4%	0.3	4%	1	-0.1	1%
CCOC(=O)Cc1ccc(NC(=O)Nc2c[nH]c(=O)[nH]c2=O)cc1	2%	.	6%	-9%	1.0	-5%	5	0.8	9%
CCC(C)NC(=O)C1CCCN(S(=O)(=O)c2ccc3c(c2)CC(C)N3C(C)=O)C1 (stereo not given)	-4%	-41	5%	-8%	0.0	2%	29	-1.4	-1%
O=C(c1ccc(CS(=O)(=O)c2ccc(Br)cc2)o1)N1CCN(c2ccc(F)cc2)CC1	-3%&20%	-9	5%&-3%	-21%&0%	0.1	4%&-5%	-10&4	0.5&-0.5	-1%&0%
COc1ccc(-c2nc3nc(SC)nn3cc2C)cc1F	11%	10	34%	-8%	-1.4	49%	0	-0.7	0%
COc1ccc(Cl)cc1NC(=O)COC(=O)c1ccc(Cl)nc1	-1%	-8	34%	-15%	0.1	2%	-4	-0.7	5%
O=c1c2ccccc2c(C=Nc2ccc(S(=O)(=O)N3CCCCC3)cc2)c(O)n1-c1ccc(Cl)cn1	2%	13	20%	2%	-1.1	0%	2	-0.3	0%
O=C1C2C3C=CC(C3)C2C(=O)N1Cc1ccc(CN2C(=O)C3C4C=CC(C4)C3C2=O)cc1 (stereo not given)	-2%	8	17%	-13%	0.5	3%	3	0.6	2%
O=C(NC(=S)Nc1cc(C(F)(F)F)ccc1N1CCOCC1)c1sc2ccccc2c1Cl	8%	0	-3%	-17%	0.1	4%	5	0.8	-1%

Filtered by structure: the compounds so far containing an NH in an aromatic ring.
Molecule	mIDH1 inhibitor	D2 antag	rTrxR1 inhibitor	USP1 inh	D2 ag	TrxR1 substrate	TRHR PAM	TRHR agonist	Pin1 inh
O=C(CSc1n[nH]c(=O)[nH]c1=O)NCC1CCCCC1	11%	5	11%	-16%	0.5	5%	0	0.9	-5%
CCOC(=O)Cc1ccc(NC(=O)Nc2c[nH]c(=O)[nH]c2=O)cc1	2%	.	6%	-9%	1.0	-5%	5	0.8	9%

Three compounds out of the list, arranged by count of non-hydrogen atoms, smallest number first.
Molecule	mIDH1 inhibitor	D2 antag	rTrxR1 inhibitor	USP1 inh	D2 ag	TrxR1 substrate	TRHR PAM	TRHR agonist	Pin1 inh
COc1ccc(-c2nc3nc(SC)nn3cc2C)cc1F	11%	10	34%	-8%	-1.4	49%	0	-0.7	0%
COc1ccc(Cl)cc1NC(=O)COC(=O)c1ccc(Cl)nc1	-1%	-8	34%	-15%	0.1	2%	-4	-0.7	5%
O=C(NC(=S)Nc1cc(C(F)(F)F)ccc1N1CCOCC1)c1sc2ccccc2c1Cl	8%	0	-3%	-17%	0.1	4%	5	0.8	-1%

New compounds follow.
Molecule	mIDH1 inhibitor	D2 antag	rTrxR1 inhibitor	USP1 inh	D2 ag	TrxR1 substrate	TRHR PAM	TRHR agonist	Pin1 inh
Cc1nn(C)c(C)c1CNC(=O)c1cnn2c1NC(c1ccccc1)CC2C(F)(F)F (stereo not given)	0%	-10	-18%	-5%	1.0	-6%	0	-0.3	-8%
COc1ccc(S(=O)(=O)Nc2ccccc2OC)cc1NC(=O)Cc1cccs1	7%	-24	14%	-10%	-1.2	-2%	2	0.1	10%
COc1ccc(OCCN2CCN(C3CC(=O)N(CCC(C)C)C3=O)CC2)cc1 (stereo not given)	2%	-3	-2%	-13%	3.6	-6%	1	-0.1	0%
N#CCSc1nc2ccc(N3CCCCC3)cc2c(=O)n1Cc1ccccc1	-3%	-6	?	-16%	-0.3	10%	5	0.1	4%
COc1c(C)cccc1C(=O)NC(=S)Nc1ccc2c(c1)Cc1ccccc1-2	-3%	-11	-6%	-20%	-0.4	-7%	3	0.9	9%
CC(C)C[C@@H](COc1ccccc1)N1CCN(Cc2ccccc2)CCC1=O	-6%	-36	-4%[57.1 µM]	-12%	-1.7	5%[57.1 µM]	10	-0.2	0%
CC(Oc1cccc([N+](=O)[O-])c1)C(=O)NCCC1=CCCCC1 (stereo not given)	-5%	.	13%	-9%	.	5%	-7	1.0	6%
COc1cccc(/C=N/n2c(-c3n[nH]c4c3CCC4)n[nH]c2=S)c1O	11%	6	-46%	-5%	-0.2	7%[57.1 µM]	7	0.7	3%
O=C(CSc1nnc(SCc2cccc3ccccc23)s1)N/N=C/c1c[nH]c2ccccc12	9%	-7	-3%	-21%	-0.6	-6%	22	-0.4	17%
CC(C)C(=O)C1=Cc2cc([N+](=O)[O-])ccc2OC1N1CCOCC1 (stereo not given)	9%	-8	8%	-19%	0.2	-3%	-2	0.1	-7%
CC(=O)N(c1c(C)n(C)n(-c2ccccc2)c1=O)C1(C(=O)NC2CCCCC2)CCCCC1	-3%	8	16%	-1%	2.6	6%	-4	0.2	-3%
Cc1ccc(S(=O)(=O)NCC(=O)NCC(=O)NC(C)c2ccccc2Br)cc1C (stereo not given)	12%	9	24%[57.1 µM]	5%	0.3	-7%	0	-0.5	-4%
Cc1cc(=O)oc2c(C)c(OCC(=O)N3CCN(C(=O)C4COc5ccccc5O4)CC3)ccc12 (stereo not given)	4%	5	3%	3%	-1.4	-5%	-14	0.7	2%
COc1ccc(NC(=O)c2cc(-c3cccnc3)nc3c(C)c(C)ccc23)c(OC)c1	5%	25	18%	-13%	0.2	5%	1	0.0	0%
COc1ccc(NC(=S)SC)cc1OC	-4%	-6	-7%	-10%	0.1	0%	0	0.0	-2%
Cc1ccc(NC(=S)NC(=O)c2cncc(Br)c2)c(C)c1	13%	.	11%	-17%	.	6%	.	.	-12%
Cc1cc2oc(C(=O)N(Cc3ccc(N(C)C)cc3)Cc3ccco3)c(C)c2cc1Cl	.	.	28%	-19%	0.2	2%	-1	0.0	3%
O=C(CCCSc1ccc(Cl)cc1)Nc1cc(S(=O)(=O)N2CCOCC2)ccc1O	-4%	4	-10%	-11%	0.4	-10%	4	-0.1	9%
CCCc1ccc(S(=O)(=O)N/N=C(/C)c2ccc3c(c2)OCO3)cc1	12%	-5	26%	-22%	-0.4	-1%	-1	-0.6	-6%
Cc1cc(NC(=O)CSc2nc(C3CC3)nc3sc(C)c(C)c23)no1	0%	10	24%	-7%	-0.4	7%	8	-0.4	24%
Cc1ccc2nc3c(cc(C(=O)NCc4ccco4)c(=N)n3C(C)C)c(=O)n2c1	11%	.	9%	-8%	0.6	13%	-2	0.7	-5%
CCN(c1ccccc1)S(=O)(=O)c1ccc(C(=O)Nc2ncccc2O)cc1	5%	-6	-10%	-18%	-0.1	-6%	-4	0.4	-3%
CCOC(=O)C1CCN(C(=O)COC(=O)CSc2ccc([N+](=O)[O-])cc2)CC1	-2%	-5	-17%	-2%	1.1	-15%	2	-0.3	-5%
O=C1CCC(C(=O)OCC(=O)N2N=C3/C(=C/c4ccccc4)CCCC3C2c2ccccc2)N1 (stereo not given)	-4%	-8	-16%	?	2.5	-7%	-1	-0.6	?
Cc1onc(-c2ccccc2Cl)c1C(=O)Nc1nnc(-c2ccc(F)cc2)s1	0%	-8	-5%[57.1 µM]	-4%	2.4	0%[57.1 µM]	2	0.5	8%
O=C(NN1C(=O)NC2(CCCCC2)C1=O)c1cc2ccccc2o1	2%	-6	17%	-18%	0.0	5%	1	-0.2	2%
O=C(C1CC1c1ccccc1)N1CCN(c2cccc(Cl)c2)CC1 (stereo not given)	0%	-6	15%[57.1 µM]	-13%	9.8	14%[57.1 µM]	6	0.9	10%
COc1ccc(-c2noc(CCCC(=O)Nc3ccc(C(N)=O)cc3)n2)cc1	5%	4	8%	-8%	0.2	3%	18	-0.1	0%
COc1ccc(OC)c(CNC(=O)c2nn(C)c3c2CSc2ccccc2-3)c1	4%	.	6%	-5%	-1.6	-3%	1	-0.6	-2%
CC1Cc2ccccc2N1C(=O)C1CCCN1S(=O)(=O)c1ccc(Cl)cc1 (stereo not given)	10%	.	34%	-17%	.	6%	0	-0.2	-13%
CCOC(=O)/C(C#N)=C1/C=CN(C)C(C)=N1	1%	-14	-5%	-22%	-0.4	-21%	0	-0.4	23%
Cn1nc(C(=O)Nc2ccc(S(=O)(=O)NCc3ccco3)cc2)c2ccccc2c1=O	0%	-1	20%	-15%	-0.6	-5%	9	-0.3	34%[activator]
